Tau ThT inhib – blocks human tau fibril formation measured by thioflavin T; 270,000 tested, 2.1% active; P10636; recombinant tau K18 P301L, heparin-induced fibrillization, ThT fluorescence; Potency, µM (titrated, usually from 57.4 µM), inactives show top-dose activity, negative = inhibition, actives largely listed as inhibitors; note: nearly all actives have a fitted effect of over 55% in size
Target sequence (P10636 561-689 P618L limits assumed): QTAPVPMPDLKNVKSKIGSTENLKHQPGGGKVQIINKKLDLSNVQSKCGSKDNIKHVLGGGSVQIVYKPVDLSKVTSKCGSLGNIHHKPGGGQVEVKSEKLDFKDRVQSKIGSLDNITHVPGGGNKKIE
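Tau K18 P301L fragment (15 uM unlabeled plus 0.24 uM Alexa 594-labeled) in 100 mM sodium acetate pH 7 with compound, fibrillization induced by 20 uM heparin for 6 hr at 37 C. Thioflavin T (30 uM) added, fluorescence read after 1 hr (ex 450, em 510 nm).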
Tau FP inhib – tau fibrillization inhibition (FP). P10636. K18 P301L tau heparin fibrillization, Alexa594 FP, 6 h. Potency, µM (titrated, usually from 57.7 µM), for inactives: at the top dose activity, negative = inhibition, most hits filed as inhibitors. 280,000 tested, 0.39% active. AID 1468; note: nearly all actives have a fitted effect of over 55% in size
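Human tau K18 […] P301L fragment, 15 uM unlabeled plus 0.24 uM Alexa 594-labeled tau (final), with compound and 20 uM heparin in 100 mM sodium acetate pH 7; 6 hr at 37 C, then Alexa 594 FP read.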
ALDH1A1 block – ALDH1A1 (human) enzyme inhibition; Potency, µM (titrated, usually from 75.3 µM), inactives show top-dose activity, negative = inhibition, usual class: inhibitors; Purified ALDH1A1, NADH fluorescence, propionaldehyde substrate; P00352; 220,000 tested, 7.3% active; AID 1030; active = well fitted inhibition curve with a large enough effect, not every such curve was filed as active; inconclusive = small, poorly fitted or top-dose-only effect, or another doubt; inactive = no such curve, though single readings can be large or run the other way;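 note: plate controls were no enzyme wells and a reference inhibitor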
aGal spleen mod – inhibits or activates alpha-galactosidase in human spleen homogenate | 240,000 tested, 0.008% active | P06280 | Potency, µM (series often up to 80 µM), inactives show at the highest dose activity change, negative = inhibition, hits mostly inhibitors | human spleen homogenate, 4MU-alpha-Gal fluorescence, 40 min | AID 2107;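 note: 0% = enzyme with vehicle and -100% = no enzyme basal signal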
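qHTS titration in buffer at pH 5.0. Alpha-galactosidase activity in spleen homogenate was measured via 4-methylumbelliferone release from 1 mM fluorogenic substrate after 40 min at 37C and a pH 10 stop. AC50 came from Hill fits of control-normalized data.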
Tau fluor counter – counter-screen for tau fibril formation inhibitors | tau K18 P301L (four-repeat tau fragment) Alexa594 fluorescence, heparin fibrillization | Potency, µM (doses to about 57.7 µM), inactives show at the highest dose activity change, negative = decrease | 280,000 tested, 0.93% active; note: nearly all actives have a fitted effect of over 55% in size
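Human K18 P301L tau (15 uM unlabeled plus 0.24 uM Alexa 594-labeled, final) in 100 mM sodium acetate pH 7 was mixed with compound and 20 uM heparin and incubated 6 hr at 37 C.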
TR SRC2 fluor cs – counter-screen for TRb-SRC2 inhibitors: fluorescence interference. TRb/SRC2 Texas Red total fluorescence interference. Potency, µM (series often up to 106 µM), without a hit: at the highest dose fluorescence change, negative = quenching. 280,000 tested, 0.29% active; active = well fitted curve in either direction with a large enough effect; inconclusive = small, poorly fitted or top-dose-only effect
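Flags fluorescent or light-absorbing compounds by total fluorescence, S + 2P, at 555 nm excitation and 632 nm emission. Mixture: 20 nM Texas Red SRC2 peptide, 0.6 uM human TRb LBD, 1 uM T3, 5% DMSO; compound exposure 5 h at ambient temperature.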
TRb-SRC2 inh – inhibitors of human thyroid hormone receptor beta-SRC2 interaction; 280,000 tested, 0.065% active; TRbeta-SRC2 peptide binding, fluorescence polarization; receptor liganded with 1 µM T3; Potency, µM (top dose mostly 106 µM), without a hit: at the top dose activity change, negative = inhibition, most hits filed as inhibitors; P10828;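 note: plate controls were bound peptide for no effect and peptide without receptor for full effect; nearly all actives have a fitted effect of over 50% in size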
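Fluorescence polarization of 20 nM Texas Red SRC2 peptide with 0.6 uM human TRb ligand-binding domain, in Tris buffer with 1uM T3 and 5% DMSO. Incubated 5 hr ambient; normalized to unbound and bound controls.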
L3MBTL1 block – L3MBTL1 (human) inhibition; AlphaScreen L3MBTL1–H3K9me1 peptide binding; Potency, µM (top dose mostly 57.1 µM), for inactives: top-dose activity, negative = inhibition, most hits filed as inhibitors; AID 485360; 230,000 tested, 0.66% active; note: nearly all actives have a fitted effect of over 60% in size
Target sequence (Q9Y468 whole entry, looked up): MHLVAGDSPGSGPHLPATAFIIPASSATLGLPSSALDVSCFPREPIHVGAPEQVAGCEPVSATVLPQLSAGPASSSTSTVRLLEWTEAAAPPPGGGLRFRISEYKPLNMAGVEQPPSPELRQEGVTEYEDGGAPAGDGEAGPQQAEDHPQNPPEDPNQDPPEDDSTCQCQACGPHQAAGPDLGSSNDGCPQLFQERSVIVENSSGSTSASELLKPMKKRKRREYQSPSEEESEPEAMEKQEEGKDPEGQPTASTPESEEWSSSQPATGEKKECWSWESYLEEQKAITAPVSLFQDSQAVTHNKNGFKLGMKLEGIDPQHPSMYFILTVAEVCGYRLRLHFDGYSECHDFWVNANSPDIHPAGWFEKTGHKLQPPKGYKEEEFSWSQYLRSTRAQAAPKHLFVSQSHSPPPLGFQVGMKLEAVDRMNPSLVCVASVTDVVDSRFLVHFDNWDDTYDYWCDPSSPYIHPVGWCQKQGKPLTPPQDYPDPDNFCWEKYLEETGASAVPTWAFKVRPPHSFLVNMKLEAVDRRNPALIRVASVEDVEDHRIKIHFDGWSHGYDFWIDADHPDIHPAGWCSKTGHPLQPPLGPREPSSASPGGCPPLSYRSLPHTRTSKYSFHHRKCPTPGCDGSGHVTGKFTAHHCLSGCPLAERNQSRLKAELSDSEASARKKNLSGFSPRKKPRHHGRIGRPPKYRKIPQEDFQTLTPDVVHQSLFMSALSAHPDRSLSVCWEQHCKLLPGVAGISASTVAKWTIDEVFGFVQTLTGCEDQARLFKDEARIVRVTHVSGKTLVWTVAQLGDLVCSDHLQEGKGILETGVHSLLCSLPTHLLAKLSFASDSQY
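AlphaScreen assay: L3MBTL1 (50 nM final) was preincubated 30 min at room temperature with biotinylated H3(1-15)K9me1 peptide (75 nM final), then 30 min with library compounds; streptavidin donor and nickel chelate acceptor beads (10 ug/mL final) added, 30 min dark.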
Active calls of the source: *; ? = inconclusive; · = not tested or not shown; [ ] = dose if it differs, or a comment. Unless noted, calls come from the whole dose curve; as a rule, active = well fitted curve in the direction sought with a large enough effect; inconclusive = small, poorly fitted or top-dose-only effect, or another doubt; inactive = no such curve, though single readings can be large; an effect the other way counts as inactive or inconclusive. Unless noted, % is set by controls: 0 for no effect and ±100 for the full control effect; potency is the fitted concentration of half-maximal effect. Not a hit list. About 8.5% of those tested had a hit in this group.

SMILES	Tau ThT inhib	Tau FP inhib	ALDH1A1 block	aGal spleen mod	Tau fluor counter	TR SRC2 fluor cs	TRb-SRC2 inh	L3MBTL1 block
O=Cc1c(N2CCN(c3cccc(Cl)c3)CC2)nc2ccccn2c1=O	?	7%	?	-5%	-17%	-3%	0%	7%
O=C(c1ccco1)N1CCn2cccc2C1c1ccccc1 (stereo not given)	-15%	-15%	1.3µM*	-20%	-12%	-4%	-1%	?
O=C(CNCC1(N2CCOCC2)CCCCC1)Nc1ccc(Cl)cc1	-3%	6%	?	5%	-6%	-5%	1%	-5%
O=C(CN1CCN(Cc2ccccc2)CC1)Nc1ccc(-n2cnnn2)cc1	-17%	-9%	-15%	-10%	-15%	3%	-1%	-6%
CCc1ccc(NC(=O)c2cc3c(=O)n(Cc4cccs4)ccc3nc2C)cc1	?	1%	·	·	-13%	2%	10%	·
CCCOc1ccc(NC(=O)CC2C(=O)N(c3ccc(C)cc3)C(=O)N2Cc2cccc(OC)c2)cc1 (stereo not given)	?	-5%	·	·	-14%	-2%	2%	·
Cn1nc(-c2ccccc2)c(COC(=O)c2cccc(Cl)c2)c1S(=O)(=O)c1ccccc1	-6%	-4%	-2%	8%	-23%	3%	-17%	·
CC(/C=C/c1ccccc1F)=N\NC(=O)C(C)C	2%	0%	0%	-4%	8%	-1%	-1%	4%
Cc1onc(-c2ccccc2)c1C(=O)Nc1ccon1	-11%	-5%	?	-25%	-11%	1%	-15%	·
CCOC(=O)CC1=C(C(=O)OCC)C(c2cccs2)C(C#N)=C(N)O1 (stereo not given)	-6%	0%	-8%	0%	-6%	3%	-10%	·
CCOC(=O)c1nnn(-c2ccc([N+](=O)[O-])cc2[N+](=O)[O-])c1C	-15%	2%	?	-3%	-23%	2%	-1%	-12%
CC(C)c1ccc(CN(C(=O)C2COc3ccccc3O2)C2CCS(=O)(=O)C2)cc1 (stereo not given)	-13%	0%	?	-4%	-10%	0%	-7%	10%
Cc1ccc(-c2cnc(NC(=O)c3cccc(Br)c3)s2)c(C)c1	?	1%	-2%	-6%	-10%	2%	3%	3%
Cc1cc(C)cc(NC(=O)CSc2nc(N)c(NC(=O)c3cccs3)c(=O)[nH]2)c1	-7%	-13%	6%	1%	-3%	-2%	3%	15%
N/C(=N\N=C\c1cccs1)SC1CC(=O)N(c2ccc(Br)cc2)C1=O (stereo not given)	8%	?	-2%	7%	-5%	-2%	-3%	6%
Cc1n[nH]c(=S)n(/N=C/c2cccc([N+](=O)[O-])c2)c1=O	-18%	3%	?	2%	-9%	-1%	-3%	11%
Cc1cc(C)c2c(=O)cc(CSc3nnc(COc4ccccc4C)n3C)[nH]c2c1	-1%	6%	·	·	-6%	-1%	10%	·
Cc1nn(C)c(Nc2ccc(Br)cc2)c1Br	-3%	4%	7%	-3%	?	-6%	-7%	-4%
Cc1ccc2c(c1)-c1c(cnn1CC(=O)N(CCC#N)c1ccccc1)CO2	-14%	-2%	?	-4%	-11%	0%	15%	·
Cc1cc(OC(=O)c2cccs2)ccc1C(C)C	-17%	3%	5%	0%	-17%	-2%	-7%	·
Cc1c(NC(=O)/C(C#N)=C/c2cccs2)c(=O)n(-c2ccccc2)n1C	7%	1%	-2%	0%	17%	-4%	6%	6%
CCN(CC)c1ccc(NC(=O)CN2CCN(CC(=O)Nc3ccccc3OC)CC2)cc1	-16%	1%	·	·	-25%	-3%	-2%	·
Cc1ccc(C)c(OCc2nnc(SCC(=O)NC(=O)NCc3ccco3)o2)c1	-13%	-1%	-8%	-3%	-19%	-3%	-2%	·
CCn1c(=O)c2cc(C(=O)N(C)c3ccccc3F)sc2c2ccccc21	-15%	7%	25µM*	-5%	-9%	0%	5%	3%
S=C1N(c2ccccc2)CN(CCN2CCOCC2)CN1c1ccccc1	1%	5%	·	4%	-1%	0%	-2%	7%
O=S(=O)(/N=S1/CC=CCN1S(=O)(=O)c1ccccc1)c1ccccc1 (stereo not given)	?	?	2µM*	2%	-1%	0%	-26%	-11%
CC(=O)NC(Cc1c[nH]c2ccccc12)C(=O)Nc1ccc2c(c1)OCO2 (stereo not given)	-13%	2%	11%	5%	-12%	-3%	-2%	-6%
COC(=O)c1cnn(-c2ccccc2)c1-n1cccc1C=O	-4%	-7%	?	3%	-3%	1%	-2%	·
c1ccc2c(c1)nc(N1CCOCC1)c1ccccc12	-11%	?	-9%	1%	-14%	-4%	-6%	29%
Cc1ccc(NC2(c3nnnn3-c3c(C)cccc3C)CCCCC2)cc1	-13%	11%	-10%	-3%	-18%	-8%	1%	-8%
CCOC(=O)c1cccc(NC(=O)c2cc3c(Cl)nc4ccc(C)cc4c3s2)c1	-12%	?	·	·	?	1%	-4%	·
COC(=O)/C=C/c1ccc(OC(=O)OC)c(OC(=O)OC)c1	?	-4%	21%	-11%	-12%	-5%	1%	4%
CCOc1ccc(C(C)=O)cc1CSc1nnc(-c2ccncc2)n1CCOC	0%	0%	?	1%	-5%	-1%	0%	-9%
CCc1ccccc1NC(=O)c1ccc2c(c1)nnn2C1CCCC1	?	4%	·	·	-19%	-2%	1%	·
COC(=O)CSc1ccnc2cc(Cl)ccc12	-19%	-3%	·	4%	-16%	-2%	10%	-2%
CCCCN(CCCC)CC(O)COc1ccccc1C(=O)Nc1ccccc1 (stereo not given)	-4%	-11%	-3%	2%	-15%	-3%	1%	9%
Fc1ccc(C2N(c3ccccc3)C(=S)N3CCCN23)cc1 (stereo not given)	·	-7%	·	3%	-24%	-2%	-7%	·
CC(CNc1ccccc1O)C(=O)O (stereo not given)	28µM*	?	?	-5%	?	-9%	-6%	28µM*
CCOc1cc(NC(=S)Nc2ccc(Cl)cc2)c(OCC)cc1NC(C)=O	-14%	15%	?	-4%	?	0%[53 µM]	-3%[53 µM]	-16%
Cc1noc(C)c1S(=O)(=O)NCc1ccc2c(c1)OCO2	-2%	3%	-6%	-2%	-3%	-5%	2%	-1%
CC(Sc1nnc(CNc2cccc3ccccc23)n1-c1ccccc1)C(=O)N/N=C/c1ccco1 (stereo not given)	-13%	9%	2%	-2%	-10%	2%	0%	2%
CC(=O)c1cccc(NC(=O)CSc2nc3ccccc3nc2Cc2ccc(F)cc2)c1	1%	?	·	·	-26%	-2%	-5%	·
COc1ccccc1C(=O)NCCC(=O)N1CC(=O)Nc2ccccc21	1%	-5%	7%	2%	-1%	-3%	2%	-2%
CC(=O)N1CCCC1c1nc2ccccc2n1Cc1ccc(F)cc1 (stereo not given)	0%	-2%	·	·	4%	0%	2%	·
CC(C)(C)C(=O)Nc1cc(S(=O)(=O)N2CCCCC2)ccc1N1CCCCC1	-6%	6%	-1%	4%	-5%	-3%	-2%	·
O=C(Nc1nnc(Cc2c[nH]c3ccccc23)s1)c1ccc(Cl)cc1Cl	?	2%	7%	0%	?	-2%[53 µM]	0%[53 µM]	-4%
Cc1cccc2cc(CN(Cc3ccco3)C(=O)Nc3cccc(C#N)c3)c(Cl)nc12	1%	-12%	-3%	-16%	-25%	-1%	1%	-3%
Cc1oc(-c2ccccc2F)nc1CS(=O)(=O)CC(=O)NCCN(C)C1CCCCC1	-14%	-3%	-1%	3%	-7%	-1%	-11%	·
Cc1csc(NC(=O)CSc2nnc(-c3ccco3)n2C)n1	-11%	7%	?	6%	0%	1%	-19%	-4%
CC1(C)C(=O)N(CC(=O)Nc2ccc(Br)cc2F)c2ccccc21	-4%	-1%	·	·	-10%	-13%	0%	·
CC(C)OC(=O)c1c(NC(=O)c2ccco2)sc2c1CCCC2	-13%	-7%	?	-5%	-18%	-3%	-3%	7%
CCOC(=O)C(C(C)C)C(N)Cc1ccc(F)cc1 (stereo not given)	0%	4%	?	2%	4%	-3%	-4%	·

Entries shown so far containing a Cl atom:
SMILES	Tau ThT inhib	Tau FP inhib	ALDH1A1 block	aGal spleen mod	Tau fluor counter	TR SRC2 fluor cs	TRb-SRC2 inh	L3MBTL1 block
O=Cc1c(N2CCN(c3cccc(Cl)c3)CC2)nc2ccccn2c1=O	?	7%	?	-5%	-17%	-3%	0%	7%
O=C(CNCC1(N2CCOCC2)CCCCC1)Nc1ccc(Cl)cc1	-3%	6%	?	5%	-6%	-5%	1%	-5%
Cn1nc(-c2ccccc2)c(COC(=O)c2cccc(Cl)c2)c1S(=O)(=O)c1ccccc1	-6%	-4%	-2%	8%	-23%	3%	-17%	·
CCOC(=O)c1cccc(NC(=O)c2cc3c(Cl)nc4ccc(C)cc4c3s2)c1	-12%	?	·	·	?	1%	-4%	·
COC(=O)CSc1ccnc2cc(Cl)ccc12	-19%	-3%	·	4%	-16%	-2%	10%	-2%
CCOc1cc(NC(=S)Nc2ccc(Cl)cc2)c(OCC)cc1NC(C)=O	-14%	15%	?	-4%	?	0%[53 µM]	-3%[53 µM]	-16%
O=C(Nc1nnc(Cc2c[nH]c3ccccc23)s1)c1ccc(Cl)cc1Cl	?	2%	7%	0%	?	-2%[53 µM]	0%[53 µM]	-4%
Cc1cccc2cc(CN(Cc3ccco3)C(=O)Nc3cccc(C#N)c3)c(Cl)nc12	1%	-12%	-3%	-16%	-25%	-1%	1%	-3%

Assay outcomes deposited in PubChem by National Center for Advancing Translational Sciences (NCATS).
